14-3-3 Bad PPI – disrupts binding of bovine 14-3-3 zeta to phospho-Bad peptide | P63103 | TR-FRET 14-3-3zeta/Dy647-pBad peptide displacement, 1 h | inhibition, % at 21.7 µM | hit rate 0.71% among 220,000 | AID 781;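 active = inhibition above about 70%, limit read from the data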;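 also: 0% = full 14-3-3 plus peptide FRET controls and 100% = background without 14-3-3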
Target sequence (P63103 whole entry, looked up): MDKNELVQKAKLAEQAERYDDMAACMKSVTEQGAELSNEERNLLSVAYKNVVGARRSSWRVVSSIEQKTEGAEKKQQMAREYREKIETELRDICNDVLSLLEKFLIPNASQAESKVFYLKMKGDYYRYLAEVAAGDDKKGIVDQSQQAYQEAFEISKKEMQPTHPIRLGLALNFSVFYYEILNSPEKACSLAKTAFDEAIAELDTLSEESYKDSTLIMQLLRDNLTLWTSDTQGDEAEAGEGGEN
Rad51 HR inh – Rad51 (human) homologous recombination inhibition; inhibition, % at 10 µM; hit rate 0.085% among 200,000; AID 1385; Q06609; hRad51 DNA strand exchange, fluorescence dequenching;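 active = inhibition above 40% at the single screening dose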;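 also: 0% = DMSO control wells and 100% = blanks with heterologous ssDNA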
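Test system: preformed human Rad51 ssDNA filaments; also added: Donor/quencher-labelled 47-bp dsDNA substrate; doses: 10 µM final, single point; times: 37 °C 15-min filament assembly, 30-min compound preincubation, 15-min exchange; detection: FRET fluorescence dequenching, excitation 485 nm, emission 520 nm; read-out basis: Fluorescence-based percent inhibition, control- and blank-normalised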
Cl transport mod – modulators of human KCC2 chloride dependent transport. Q9H2X9. KCC2 cells, thallium flux FluoZin-2 fluorescence. B-score of Tl+ flux slope (higher = more flux/activation; lower = inhibition) at 10 µM. hit rate 2.2% among 190,000;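 active = thallium flux slope and its plate-corrected score both differing from the plate sample mean at a set confidence after two filtering rounds, in either direction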;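 also: slope of fluorescence scaled to starting intensity during 10 to 20 s after thallium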
KLK5 inh – kallikrein 5 (human) inhibition; inhibition, % at 5 µM; hit rate 0.59% among 210,000; recombinant hK5, fluorogenic AMC substrate cleavage;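 active = inhibition of 40% or more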;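 also: 0% = enzyme controls without compound and 100% = no-enzyme blanks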
EBV gp42 block – blocks Epstein-Barr virus glycoprotein 42 binding. Q1HVG2. hit rate 0.42% among 220,000. Fluorescence polarization binding assay, mP read-out. inhibition, % (tested at 21.74 µM); in the data active = inhibition above about 50%
Target sequence (Q1HVG2 whole entry, looked up): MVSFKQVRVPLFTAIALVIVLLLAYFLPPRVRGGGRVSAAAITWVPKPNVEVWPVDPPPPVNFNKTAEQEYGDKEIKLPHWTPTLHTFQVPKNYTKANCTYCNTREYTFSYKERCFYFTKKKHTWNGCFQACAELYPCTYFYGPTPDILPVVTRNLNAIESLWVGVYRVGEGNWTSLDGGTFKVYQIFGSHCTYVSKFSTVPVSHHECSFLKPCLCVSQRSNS
Furin inh – blocks human furin protease activity; inhibition, % at 30 µM; hit rate 0.061% among 220,000; AID 463115; purified furin, fluorogenic substrate cleavage; in the data active = inhibition above about 25%; also: inactives centre near -15
eIF4E 4G PPI – eIF4E/eIF4G interaction inhibition in translation initiation. P63073+Q04637. inhibition, % at 21.7 µM. TR-FRET eIF4E-eIF4GI(517-606) binding, 2 h. hit rate 0.37% among 220,000. AID 782;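 also: 0% = full FRET control wells and 100% = background wells lacking eIF4GI fragment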
Thrombin inh – inhibitors of human thrombin; P00734; alpha-thrombin, Boc-VPR-AMC fluorogenic substrate cleavage; inhibition, % at 5 µM; hit rate 0.26% among 220,000; AID 1046;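 active = inhibition at or above 40%; inactive = inhibition below 40%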;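 also: 0% = enzyme with no compound and 100% = wells without enzyme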
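Material: Human alpha-thrombin protein | Buffer or medium: pH 7.5 Tris-saline with Tween 20 | Reagent: Boc-VPR-AMC substrate, 15 µM final | Schedule: Reaction at ambient temperature | Detection: AMC fluorescence at 355 nm excitation and 460 nm emission | Evaluation: Percent inhibition scaled between no-compound controls and no-enzyme blanks | Controls: no-compound enzyme wells and no-enzyme blanks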
p47phox inh – p47phox (human) inhibition; P14598; p47phox/p22phox peptide binding, fluorescence polarization, 2 h; inhibition, % at 24.7 µM; hit rate 0.53% among 220,000;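 also: 0% = p47phox with labelled peptide and 100% = labelled peptide alone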
Target sequence (P14598 whole entry, looked up): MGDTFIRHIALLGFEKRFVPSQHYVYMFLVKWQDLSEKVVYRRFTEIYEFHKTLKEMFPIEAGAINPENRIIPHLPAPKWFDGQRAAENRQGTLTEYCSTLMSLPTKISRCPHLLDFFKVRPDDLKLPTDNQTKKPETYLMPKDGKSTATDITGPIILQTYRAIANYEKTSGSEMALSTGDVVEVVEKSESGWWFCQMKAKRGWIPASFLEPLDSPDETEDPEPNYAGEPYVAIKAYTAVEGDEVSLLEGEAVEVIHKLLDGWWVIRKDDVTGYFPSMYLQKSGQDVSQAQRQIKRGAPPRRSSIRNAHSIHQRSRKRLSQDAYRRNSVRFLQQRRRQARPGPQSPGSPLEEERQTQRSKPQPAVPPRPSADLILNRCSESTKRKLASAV
* marks the source's active call; other numbers are inactive results; i = inactive; · = no result given; [ ] = remark or other dose.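 The calls were made as follows, unless noted: active = inhibition above about 30% (limit read from the data); inactive = the rest.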

mol	14-3-3 Bad PPI	Rad51 HR inh	Cl transport mod	KLK5 inh	EBV gp42 block	Furin inh	eIF4E 4G PPI	Thrombin inh	p47phox inh
CCc1ccc(C(=O)NNc2ccc(S(N)(=O)=O)cc2)cc1	2	13	0.65	8	-13	-26	-1	2	-15
CC1(C)C2CCC(C2)C1(C)N=C1OC(CCl)CS1 (centres undefined)	-4	-1	0.068	52*	-2	-13	1	14	-5
CCOC(=O)C(NS(=O)(=O)c1ccccc1)(C(F)(F)F)P(=O)(OC(C)C)OC(C)C (centres undefined)	12	8	-0.19	-13	-7	-19[20 µM]	5	-2	0
O=C1/C(=C/C=C/c2ccco2)SC(=S)N1c1ccc(O)cc1	63	·	-1.5	4	9	-4	37*	-6	-63
CC(C)(C)NC(=O)Cn1nnc(-c2ccc(S(C)(=O)=O)cc2)n1	5	-22	0.22	-1	-13	-21	-2	-7	-3
Cc1ccc(C2C(C#N)=C(N)Oc3c2sc2ccccc32)o1 (centres undefined)	0[fluorescence artefact?]	-51	0.08	2	34	-8	1[fluorescence artefact?]	3	-44
C/C(Cl)=C/Cn1c(N2CCCC2)nc2c1c(=O)n(C)c(=O)n2C	-14	2	0.11	0	-3	-7	-4	-3	-12
Cc1cccn2cc(COc3cccc([N+](=O)[O-])c3)nc12	-13	-19	-4.8	-11	-3	-12	0	-11	-13
O=[N+]([O-])c1ccc(/C=C/c2ccc3cccc([N+](=O)[O-])c3n2)cc1	-21[fluorescence artefact?]	10	-0.44	-16	-20	-7	-3	8	-13
CCOC(=O)c1[nH]c(CO)c(C(=O)OCC)c1C	-2	0	0.68	4	0	-20	2	-4	-5
CCN(CC)c1ccc(O)c(C=Nc2ccc(C)c(C)c2)c1	-12	9	0.08	-2	-18	5	1	6	-7
N#CCSc1nc2ccccc2o1	-2	7	0.54	-8	-19	-19	0	-1	-3
Cc1ccc(NCC(=O)N/N=C\C(Br)=C\c2ccccc2)cc1	-5	-1	0.71	-12	-14	-9[20 µM]	-2	4	-8
Cc1cccc(OCC(=O)Nc2nc3ccc([N+](=O)[O-])cc3s2)c1	18	-4	1.1	-3	-25	-2[20 µM]	0	-6	1
Cc1ccc(CNC(=O)C2(c3cccs3)CCOCC2)cc1	3[fluorescence artefact?]	0	0.85	-4	-11	-14	3	-9	-4
Cc1ccc(C2(CCN)CCOC(C(C)C)C2)cc1 (centres undefined)	-1	4	0.17	-3	-27	-14	6	-10	-3
Cn1c(=NC(=O)COc2ccccc2)sc2cccc(F)c21	11	·	0.25	19	-8	-12	-5	20	1
CCOc1ccc(C(c2c(NC(=O)c3ccccc3)sc(C)c2C)N2CCN(CCO)CC2)cc1 (centres undefined)	7[fluorescence artefact?]	-11	0.89	-4	-1	1	-14	13	-16
CCn1c2ccccc2c2nnc(SCC(=O)c3ccccc3)nc21	-3	-36	-2.4	5	-8	10[20 µM]	1	-4	0
Cc1ccccc1-c1noc(-c2ccccc2C(=O)N2CCCC2)n1	-6[fluorescence artefact?]	2	0.24	-17	-3	-1	-13	-20	-6
O=c1sc(N2CCN(c3ccc(F)cc3)CC2)nc2ccsc12	-6	-9	0.089	-11	-30	-5	-1[fluorescence artefact?]	-4	-6
COc1ccc(CCC(C)Nc2ccc(F)c(F)c2)cc1 (centres undefined)	1	3	0.36	-14	-7	-20	16[fluorescence artefact?]	-5	-10
C=CCC1(Cl)C(=O)C(Cl)=C(N2CCN(C)CC2)C1(OC)OC (centres undefined)	-1	-5	0.8	1	-7	-18	-3	1	-12
CCN(CC)C1=CC2=CC(=C(C#N)C#N)CCC2CC1 (centres undefined)	-7	·	i	6	-62	2	-4[fluorescence artefact?]	12	62*

Following part.
Short forms: A = 14-3-3 Bad PPI; B = Rad51 HR inh; C = Cl transport mod; D = KLK5 inh; E = EBV gp42 block; F = Furin inh; G = eIF4E 4G PPI; H = Thrombin inh; I = p47phox inh
Cn1c(N)c(C(=O)COC(=O)C2CCN(S(=O)(=O)c3cccs3)CC2)c(=O)n(C)c1=O
  A = 2; B = 19; C = 0.71; D = 2; E = -12; F = -24; G = -6; H = 0; I = -9

CCOC(=O)N1CCN(CC(=O)Nc2c(C(=O)OC)[nH]c3ccc(Cl)cc23)CC1
  A = -7; B = ·; C = ·; D = -1; E = -8; F = -24; G = 2; H = 1; I = -4

O=C(Nc1scc(-c2ccc(F)cc2)c1C(=O)O)c1ccco1
  A = 12; B = -2; C = ·; D = -1; E = 2; F = 0; G = -6; H = -3; I = -14

O=C1N(c2ccccc2)C(c2ccc(Cl)cc2)N2CCCN12 (centres undefined)
  A = 2[fluorescence artefact?]; B = -4; C = 1.1; D = -8; E = 1; F = 3; G = -2; H = -8; I = -3

Cc1ccc(C(=O)CC(C(=O)O)n2cnc([N+](=O)[O-])n2)cc1 (centres undefined)
  A = 0; B = 14; C = -0.096; D = 0; E = -12; F = -25; G = 4; H = -11; I = 9

CC(=O)Nc1nc(C)c(Oc2ccccc2)c(=O)[nH]1
  A = -7; B = 0; C = 0.3; D = -30; E = -14; F = -20; G = 1; H = 3; I = -17

Cc1ccc(C(=O)N2CCC3(CC2)Oc2ccc(Cl)cc2C(=O)C32CC(c3ccccc3)=NO2)s1 (centres undefined)
  A = -3; B = -2; C = 0.48; D = -2; E = -9; F = -18; G = -4; H = -5; I = -5

O=C(/C=C/c1ccccc1)NCCCNC(=O)/C=C/c1ccccc1
  A = 8; B = -2; C = -2; D = 7; E = -11; F = -8; G = -1; H = -20; I = 8

O=C(CCN1CCCC1)Nc1cccc(Br)c1
  A = 3; B = 4; C = 1.1; D = 10; E = -1; F = -31; G = -5; H = 3; I = -8

CC(C)CCSc1nc(N2CCOCC2)c2c(c1C#N)CC(C)(C)OC2
  A = 5; B = 0; C = 0.88; D = -2; E = 0; F = -11; G = 3; H = -22; I = -11

CCc1ccc(C(=O)C(C)OC(=O)C2COc3ccccc3O2)cc1 (centres undefined)
  A = -8; B = 3; C = 0.0025; D = -20; E = -6; F = -7; G = -5[fluorescence artefact?]; H = -11; I = -13

CCOC(=O)c1oc2cc(OC(C)=O)ccc2c(=O)c1-c1ccc(OC)c(OC)c1
  A = 3; B = -6; C = -0.24; D = 10; E = -21; F = 15; G = 1; H = 2; I = -13

O=[N+]([O-])c1cccc(/C=N/NC2CCS(=O)(=O)C2)c1 (centres undefined)
  A = 0; B = ·; C = 1; D = 2; E = -16; F = -32; G = -1; H = -2; I = -8

COc1ccc2[nH]c(-c3ccccc3)cc2c1
  A = -1; B = 10; C = -0.15; D = -3; E = -10; F = -22; G = 4; H = -5; I = -10

COc1ccc(S(=O)(=O)Nc2ccc3cn[nH]c3c2)cc1C
  A = -16; B = 12; C = 0.16; D = -3; E = -1; F = -16; G = 1; H = -4; I = -11

CCOc1ncccc1C(=O)OCC(=O)NCCc1ccccc1
  A = 7; B = 0; C = 0.38; D = -10; E = -19; F = -20[20 µM]; G = -1; H = -2; I = -9

COCCn1c(C)cc(C2=NNC(=Nc3ccccc3F)SC2)c1C
  A = 43; B = -7; C = 0.8; D = -5; E = -18; F = -13[20 µM]; G = -10; H = -1; I = -21

C=CCn1c(-c2ccc(Cl)cc2)ccc(C#N)c1=O
  A = 5; B = -5; C = 0.67; D = 5; E = -20; F = -22[20 µM]; G = 1; H = -4; I = -3

Cc1ccc(C#CC(C)(O)C(C)(C)C)cn1 (centres undefined)
  A = -4; B = 5; C = -0.055; D = -3; E = -6; F = -16; G = 2; H = -4; I = -11

CCOC(=O)/C(O)=C/c1ncc(C(F)(F)F)cc1Cl
  A = 6; B = 11; C = ·; D = -18; E = -12; F = -12[20 µM]; G = -3; H = 4; I = -12

O=C(O)/C=C/C(=O)Nc1ccccc1-c1ccccc1
  A = 1; B = 0; C = -0.023; D = 3; E = -5; F = -27; G = 1; H = 1; I = -5

COc1cc(C(=O)OCC(=O)N2CCCCC2C)cc(NC(=O)c2cccs2)c1OC (centres undefined)
  A = -6; B = 2; C = -0.87; D = 4; E = -9; F = -19; G = -2; H = -2; I = -10

NS(=O)(=O)c1ccc(NC(=S)NCc2ccc3c(c2)OCO3)cc1
  A = -2; B = -6; C = 1.5; D = -1; E = -18; F = -22; G = 5; H = -4; I = 2

c1ccc(N2CCN(c3nc4ccccc4[nH]3)CC2)nc1
  A = -8; B = -2; C = -0.73; D = -8; E = -9; F = -18; G = 0; H = -24; I = -3

Cc1nnc(SCc2nnc(-c3cccs3)o2)n1Cc1ccccc1
  A = -9; B = 2; C = 0.08; D = -5; E = -4; F = -27; G = 1; H = -7; I = 5

O=C(CC1C(=O)NCCN1C(=O)Nc1ccc(C(F)(F)F)cc1)Nc1ccc(F)cc1 (centres undefined)
  A = -3; B = -44; C = 0.016; D = 0; E = -20; F = -2; G = 0; H = 0; I = -5

Cc1c(NP(=O)(c2ccc(Br)cc2)c2ccc(Br)cc2)c(=O)n(-c2ccccc2)n1C
  A = -11; B = -2; C = -0.056; D = -4; E = -13; F = -8; G = -2; H = ·; I = -14

CCN(CC)c1ccc(S(=O)(=O)N2CCOCC2)cc1NC(=O)CSc1n[nH]c(N)n1
  A = -5; B = -12; C = 1.6; D = 24; E = -8; F = -18; G = 6; H = -3; I = -2

CCC(c1nc2ccccc2c(=O)n1CCN1CCOCC1)N1C(=O)c2ccccc2C1=O (centres undefined)
  A = -10; B = 4; C = 0.29; D = 1; E = 8; F = -15[20 µM]; G = 25; H = -6; I = -4

O=C(c1ccc2c3c(cccc13)CC2)C1CCCN(C(=O)c2ccc[n+]([O-])c2)C1 (centres undefined)
  A = -1; B = -9; C = 1.2; D = 1; E = -10; F = -19; G = 6; H = -1; I = -4

O=C(CSc1c2c(nc3cc(Cl)ccc13)CCCC2)NCCCN1CCOCC1
  A = 9; B = -1; C = 0.57; D = 1; E = 34; F = -9; G = 0; H = -7; I = -1

COc1ccc(/C=C/c2cc(C(F)(F)F)on2)cc1
  A = 4; B = -26; C = -0.53; D = 3; E = -20; F = -11; G = 0; H = -3; I = 1

Filtered by structure: the compounds so far containing an NH in an aromatic ring (seven)
Short forms: A = 14-3-3 Bad PPI; B = Rad51 HR inh; C = Cl transport mod; D = KLK5 inh; E = EBV gp42 block; F = Furin inh; G = eIF4E 4G PPI; H = Thrombin inh; I = p47phox inh
CCOC(=O)c1[nH]c(CO)c(C(=O)OCC)c1C
  A = -2; B = 0; C = 0.68; D = 4; E = 0; F = -20; G = 2; H = -4; I = -5

CCOC(=O)N1CCN(CC(=O)Nc2c(C(=O)OC)[nH]c3ccc(Cl)cc23)CC1
  A = -7; B = ·; C = ·; D = -1; E = -8; F = -24; G = 2; H = 1; I = -4

CC(=O)Nc1nc(C)c(Oc2ccccc2)c(=O)[nH]1
  A = -7; B = 0; C = 0.3; D = -30; E = -14; F = -20; G = 1; H = 3; I = -17

COc1ccc2[nH]c(-c3ccccc3)cc2c1
  A = -1; B = 10; C = -0.15; D = -3; E = -10; F = -22; G = 4; H = -5; I = -10

COc1ccc(S(=O)(=O)Nc2ccc3cn[nH]c3c2)cc1C
  A = -16; B = 12; C = 0.16; D = -3; E = -1; F = -16; G = 1; H = -4; I = -11

c1ccc(N2CCN(c3nc4ccccc4[nH]3)CC2)nc1
  A = -8; B = -2; C = -0.73; D = -8; E = -9; F = -18; G = 0; H = -24; I = -3

CCN(CC)c1ccc(S(=O)(=O)N2CCOCC2)cc1NC(=O)CSc1n[nH]c(N)n1
  A = -5; B = -12; C = 1.6; D = 24; E = -8; F = -18; G = 6; H = -3; I = -2

Source: PubChem (several laboratories)
